HIV peptide binding – inhibitors of HIV fusion peptide binding, primary screen, biochemical, uHTS, fluorescence dequenching (AID 1986); cell-free peptide binding, fluorescence dequenching, 30 min; higher % means a stronger effect; one-dose inhibition, % at 20 µM; IC50 in µM for titrated hits; 290,000 compounds, 0.3% hits; in the data active = inhibition mostly above about 52%, no sharp cut-off; inactive = mostly below about 76%; also: some results filed as inactive read as strong as hits
Siah-1 displacement – Siah-1 peptide-binding antagonists, primary screen, biochemical, fluorescence polarization, rhodamine-plectin, uHTS (AID 1817); displacement, % at 20 µM, or IC50 in µM where a hit was titrated; E3 ubiquitin-protein ligase SIAH1 (Homo sapiens); 290,000 compounds, 0.02% hits; Siah-1 / rhodamine-plectin peptide fluorescence polarization; higher % means a stronger effect;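 active = displacement of at least 50% at 20 µM, with a fluorescence ratio check between 0.3 and a set limit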;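 also: plate controls were Siah plus tracer with DMSO for no effect and tracer alone without Siah for full effect; strong numbers were not always called active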
NS5 inhibitors – Dengue-2 NS5 methyltransferase inhibitors, primary screen, biochemical, confirmation dose response (AID 588689). Genome polyprotein (Dengue virus type 2 (strain 16681-PDK53)). Dengue-2 NS5 methyltransferase capping enzyme assay, biochemical; higher % means a stronger effect. one-dose inhibition, % at 25 µM; IC50 in µM for titrated hits. 340,000 compounds, 0.3% hits; in the data active = a potency from the dose series; inconclusive = inhibition above about 29% without an active follow-up result
GPR55 activation – GPR55 agonists via beta-arrestin recruitment, primary screen, imaging, U2OS cells, beta-arrestin-GFP redistribution (AID 1961). G-protein coupled receptor 55 (Homo sapiens). U2OS GPR55 beta-arrestin-GFP redistribution imaging; higher % means a stronger effect. activation, % at 10 µM, or EC50 in µM where a hit was titrated. 290,000 compounds, 0.048% hits;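 active = activation above 40% with more than 50 cells counted in the well; inconclusive = wells holding fewer than 50 cells, flagged as toxic or sparse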;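 also: U2OS osteosarcoma cells stably expressing GPR55 and beta-arrestin-GFP; plate controls were DMSO negative control for no effect and LPI positive control for full effect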
AID2073 – inhibitors of Mint1-CaV2.2 protein interaction, biochemical, HTRF (AID 2073). HTRF protein-protein interaction, Mint1-CaV2.2; higher % means a stronger effect. 290,000 compounds, 0.19% hits. Voltage-dependent N-type calcium channel subunit alpha-1B (Homo sapiens). inhibition, % at 20 µM; hits with a dose series show IC50 in µM; in the data active = inhibition mostly above about 51%, no sharp cut-off; inconclusive = no clear call, values can overlap the other calls; inactive = mostly below about 53%; also: some results filed as inactive read as strong as hits
GPR35 arrestin U2OS – GPR35 antagonists blocking zaprinast-driven arrestin recruitment, primary screen, imaging, U2OS, beta-arrestin-GFP, zaprinast agonist (AID 2058); G-protein coupled receptor 35 (Homo sapiens); U2OS GPR35 beta-arrestin-GFP translocation imaging, zaprinast antagonism; higher % means a stronger effect; one-dose inhibition, % at 10 µM; IC50 in µM for titrated hits; 290,000 compounds, 0.052% hits;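 active = inhibition of at least 50% with at least 30 cells and total cytoplasm GFP at most 10,000,000; inconclusive = under 30 cells or total GFP of 10,000,000 plus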
UTI89 phage lysis – inhibition of K1F phage lysis, E. coli UTI89, bacterial capsule biogenesis inhibitors, alamar blue (AID 488966) | E. coli UTI89 K1F phage lysis, alamar blue, 2 h; higher % means a stronger effect | 340,000 compounds, 0.02% hits | one-dose inhibition, % at 100 µM; IC50 in µM for titrated hits;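 active = phage lysis inhibition, versus mean bacterial control, above a set limit; inconclusive = no clear call, values can overlap the other calls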;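 also: capsule biogenesis inhibitors block K1F phage lysis so surviving cells raise fluorescence; higher fluorescence means more inhibition of phage lysis; actives were called in the ten point dose series up to 300 µM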
GPR55 LPI antagonism – GPR55 antagonists blocking LPI-driven arrestin recruitment, primary screen, imaging, U2OS, beta-arrestin-GFP, LPI agonist (AID 2013); G-protein coupled receptor 55 (Homo sapiens); U2OS GPR55 beta-arrestin-GFP translocation imaging, LPI antagonism; higher % means a stronger effect; inhibition, % at 10 µM; hits with a dose series show IC50 in µM; 290,000 compounds, 0.13% hits;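 active = spots per cell inhibited over 60%, with over 100 cells counted and total cytoplasm intensity under 500,000; inconclusive = wells with under 100 cells, flagged as likely toxic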;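 also: U2OS cells stably carrying GPR55 and arrestin-GFP stimulated by 5 µM LPI near EC80; imaged beta-arrestin-GFP aggregate spots per cell after agonist stimulation; plate controls were LPI-stimulated DMSO wells for no effect and DMSO wells without LPI for full effect; some results filed as inactive read as strong as hits; confirmed hits need IC50 under 10 µM and bright autofluorescent wells are also inconclusive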
NTR1 agonist – agonists of NTR1, primary screen, imaging, U2OS cells, beta-arrestin-GFP, high content (AID 493036). Neurotensin receptor type 1 (Homo sapiens), P30989. NTR1-U2OS beta-arrestin-GFP spot imaging, agonist mode. activation, % at 20 µM. 330,000 compounds, 0.17% hits;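 active = activation at or above 40% of the spot to cytoplasm intensity ratio, with at least 20 cells analyzed; inconclusive = wells under 20 cells, flagged as cytotoxic or low count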;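 also: 0% = DMSO without peptide and 100% = 100 nM NTR1 peptide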
Target sequence (P30989 whole entry, looked up): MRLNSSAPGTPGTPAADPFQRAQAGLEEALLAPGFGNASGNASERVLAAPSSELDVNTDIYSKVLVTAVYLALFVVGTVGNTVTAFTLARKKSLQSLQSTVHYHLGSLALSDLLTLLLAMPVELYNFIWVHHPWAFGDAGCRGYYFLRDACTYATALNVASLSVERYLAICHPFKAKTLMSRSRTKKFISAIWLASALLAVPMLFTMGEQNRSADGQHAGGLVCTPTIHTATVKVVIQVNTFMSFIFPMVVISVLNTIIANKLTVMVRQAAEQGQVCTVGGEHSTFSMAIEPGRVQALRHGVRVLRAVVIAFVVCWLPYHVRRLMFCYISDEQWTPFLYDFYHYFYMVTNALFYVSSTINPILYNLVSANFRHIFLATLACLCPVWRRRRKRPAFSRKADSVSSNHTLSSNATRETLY
NTR1 agonist cell count 20 µM – also measured in NTR1 agonist; calls as there; cell count; measured here: cell count, cytotoxicity flag
NS5 inhibitors pilot replicate – recorded beside NS5 inhibitors, whose call it bears; inhibition, %; measured here: pilot screen replicate inhibition
* marks the source's active call; other numbers are inactive results; u = inconclusive; x = no result given; [ ] = dose if it differs, or a comment.

Start of the listing, in advance (6 entries):
SMILES	HIV peptide binding	Siah-1 displacement	NS5 inhibitors	GPR55 activation	AID2073	GPR35 arrestin U2OS	UTI89 phage lysis	GPR55 LPI antagonism	NTR1 agonist	NTR1 agonist cell count 20 µM	others
Cc1cccc(C(=O)NCCNC(=O)c2cccc(C)c2)c1	1.2%	6%	8%	0.3%	6%	0%	0.0%	6%	0.1	95
NS(=O)(=O)c1ccc(CCNS(=O)(=O)Cc2ccc(Cl)cc2)cc1	-0.3%	-3%	-1%	0.0%	44%	-6%	0.1%	4%	-0.5	60	NS5 inhibitors pilot replicate=-3.3
O=C(O)c1cc2sccc2s1	13%	0%	x	-0.2%	32%	-10%	x	-11%	-0.9	96
Cc1[nH]n(-c2ccccc2)c(=O)c1C=Nc1cnc2ccccc2c1	-1.0%	-7%	-3%	-0.1%	6%	-30%	1.5%	-12%	-1.3	44
CN(C)c1nc(N)c([N+](=O)[O-])c(NCc2ccccc2)n1	-1.3%	-5%	2%	-0.3%	0%	-5%	0.2%	2%	2.6	39
Cn1cnc([N+](=O)[O-])c1Sc1ccc(C(C)(C)C)cc1	-1.7%	4%	x	0.3%	-4%	2%	x	0%	0.8	36

Results, from the start:
SMILES	HIV peptide binding	Siah-1 displacement	NS5 inhibitors	GPR55 activation	AID2073	GPR35 arrestin U2OS	UTI89 phage lysis	GPR55 LPI antagonism	NTR1 agonist	NTR1 agonist cell count 20 µM	others
Cc1cccc(C(=O)NCCNC(=O)c2cccc(C)c2)c1	1.2%	6%	8%	0.3%	6%	0%	0.0%	6%	0.1	95
NS(=O)(=O)c1ccc(CCNS(=O)(=O)Cc2ccc(Cl)cc2)cc1	-0.3%	-3%	-1%	0.0%	44%	-6%	0.1%	4%	-0.5	60	NS5 inhibitors pilot replicate=-3.3
O=C(O)c1cc2sccc2s1	13%	0%	x	-0.2%	32%	-10%	x	-11%	-0.9	96
Cc1[nH]n(-c2ccccc2)c(=O)c1C=Nc1cnc2ccccc2c1	-1.0%	-7%	-3%	-0.1%	6%	-30%	1.5%	-12%	-1.3	44
CN(C)c1nc(N)c([N+](=O)[O-])c(NCc2ccccc2)n1	-1.3%	-5%	2%	-0.3%	0%	-5%	0.2%	2%	2.6	39
Cn1cnc([N+](=O)[O-])c1Sc1ccc(C(C)(C)C)cc1	-1.7%	4%	x	0.3%	-4%	2%	x	0%	0.8	36
Cc1ccc(Cl)c(NC(=S)N(CCCN2CCOCC2)Cc2ccco2)c1	-4.3%	-4%	-7%	0.2%	-33%	8%	-0.4%[50 µM]	-19%	-1.1	56
COCCN(C(=O)CNC(=O)c1ccco1)C(C(=O)NC1CCCC1)c1ccccc1F (configuration not stated)	-1.5%	-5%	-2%	-0.2%	-6%	-14%	0.3%	2%	-0.5	45
Cc1cc(C)n(/N=C/c2c[nH]c3ccccc23)c(=O)c1	1.3%	0%	0%	0.2%	1%	6%	0.1%	1%	-1.4	86
CC(=O)N1CCN(S(=O)(=O)c2cccc(C(=O)OCN3C(=O)c4ccccc4C3=O)c2)CC1	-1.8%	-6%	-3%	-0.1%	10%	15%	-0.8%	2%	-0.6	39
Cc1cc2c(c(SCC(=O)Nc3ccc(C)c(C)c3)n1)C(=O)OC2	1.2%	6%	-2%	3.2%	14%	-1%	0.2%	-13%	3.8	56
C/C(=N\NC(=O)C(=O)Nc1cccc(Cl)c1C)c1ccncc1	-1.1%	2%	1%	0.2%	-5%	x	0.2%	6%	-1.0	79
CCOc1ccc(NC(=O)CSc2nncn2C)cc1	-1.0%	2%	-3%	0.0%	0%	-9%	0.0%	-6%	-0.2	82
Cc1cccc(C)c1NC(=O)N1CC(C)OC(C)C1 (configuration not stated)	2.0%	-3%	0%	0.0%	8%	-1%	-0.3%[50 µM]	-1%	-0.1	50
COc1ccc2c(CC(=O)N(C)CC3COc4ccccc4O3)coc2c1 (configuration not stated)	1.9%	-2%	1%	-0.1%	2%	0%	-0.2%	-5%	-1.1	92
COc1ccc(S(=O)(=O)NCc2cc(=O)n(C)c(=O)n2C)cc1F	0.2%	8%	-2%	-0.2%	-5%	-17%	0.1%	5%	0.8	54
COCc1cc(/C=N\NC(=O)COc2ccc(Cl)cc2)ccc1OC	-2.5%	-6%	-9%	-0.3%	-11%	12%	2.7%[50 µM]	8%	0.0	51
O=C(Nc1ccc2c(c1)OCCO2)c1oc2ccccc2c1NC(=O)C1CC1	-0.9%	0%	0%	-0.4%	7%	13%	0.4%	-4%	4.9	61
COC(=O)NNC(=O)COc1ccccc1C	-1.7%	6%	-13%	-0.2%	-14%	-4%	-5.4%	10%	1.2	69
CN(C)CCNC(=O)c1ccc(COCC(F)(F)F)cc1	1.5%	3%	-3%	-0.1%	8%	3%	2.8%	11%	0.7	55
COc1ccc(/C=C\C(=O)c2c(O)ccc3c(C)cc(=O)oc23)cc1	-4.8%	-4%	3%	0.6%	16%	1%	0.3%	-5%	9.0	62
Cc1ccc(Cl)cc1N1CCN(Cc2nc3ccsc3c(=O)[nH]2)CC1	1.4%	7%	-3%	-0.2%	-2%	-14%	0.2%	7%	0.5	67
Cc1ccc(-n2cc(CNCCCN3CCCC3=O)c(-c3ccc(F)cc3)n2)cc1	0.8%	-2%	-3%	0.2%	-1%	-22%	0.4%	7%	-0.2	107
CN1C(=O)C(C)(C)c2cc(S(=O)(=O)N3CCCC(C(=O)NCc4ccc(Cl)cc4)C3)ccc21 (configuration not stated)	0.4%	3%	-3%	0.3%	11%	-10%	-0.3%	-4%	1.8	69
CCCCOC(=O)c1cccc(NC(=O)CCC(=O)O)c1	3.1%	4%	-9%	0.2%	-6%	16%	0.3%	0%	-1.9	62
O=C(COC(=O)c1c2c(nc3ccccc13)CCN(Cc1ccccc1)C2)Nc1c(F)cccc1F	4.2%	-1%	-10%	-0.2%	22%	-5%	0.0%	4%	8.9	59
CC(C)OCCCNC(=O)c1ccccc1Oc1ccccc1	-2.8%	1%	0%	-0.1%	2%	6%	-0.2%	-15%	-0.2	84
Cn1cc(C(=O)C(=O)NCCc2ccccc2)c2ccccc21	0.0%	-7%	-3%	-0.3%	23%	7%	0.2%	4%	-0.3	59	NS5 inhibitors pilot replicate=-1.5
Cc1ccc(-n2nc3c(N4CCC(C(=O)N5CCN(C)CC5)CC4)nnc(C)c3c2C)cc1	1.1%	-3%	-18%	-0.2%	7%	8%	-0.1%	6%	2.7	60
O=C(NC1CCCN(Cc2ccc(Cl)cc2)C1)c1cnc2ccccn2c1=O (configuration not stated)	-0.7%	-2%	6%	0.5%	13%	4%	0.6%[50 µM]	13%	4.9	69
CN(C)S(=O)(=O)c1ccc(C(=O)NCCC(=O)N2CCCC2)cc1	-0.8%	0%	6%	-0.1%	-5%	-22%	0.5%	0%	0.3	58
O=C(Nc1cc(F)c(Br)cc1F)c1ccc(Cl)cc1	-1.2%	8%	-8%	-0.2%	6%	2%	0.5%	3%	0.1	56
COc1cc(C)c(C(C)C)cc1S(=O)(=O)N1CCN(C)CC1	-0.7%	0%	-4%	-0.2%	-2%	8%	0.1%	2%	-1.8	81
O=C(OCC(=O)N1CCCC1)c1cc(F)c(F)cc1Cl	-1.4%	0%	-4%	-0.1%	0%	-7%	0.3%	13%	-0.1	45
O=C(Cn1c(-c2ccco2)nc2ccccc21)N1CCCCC1	-2.5%	-4%	-2%	0.0%	-15%	21%	0.1%	1%	-0.8	91
COc1ccc(S(=O)(=O)NCCCN2CCCC2=O)c(OC)c1	-0.1%	6%	-1%	-0.1%	4%	-11%	-1.6%[50 µM]	11%	-0.2	52
Cn1c2c(c(=O)n(C)c1=O)C(C(F)(F)F)(C(F)(F)F)N=C(C1CCCCC1)N2	2.6%	8%	-1%	-0.2%	0%	16%	3.1%[50 µM]	-2%	1.9	43
Cn1cc(/C=C/c2nc3ccccc3c(=O)n2-c2cccc([N+](=O)[O-])c2)c2ccccc21	-1.0%	2%	0%	-0.3%	15%	-14%	0.3%	8%	0.5	37
O=C(O)CCCN1C(=O)/C(=C\c2ccc(-c3nc4ccccc4s3)o2)SC1=S	69%*	-10%	u	-0.2%	-19%	-2%	0.2%	-2%	-1.8	66
COc1ccc(/C=C/c2ccc3c(Br)ccc(O)c3n2)cc1	0.6%	-7%	8%	-0.1%	32%	-4%	1.7%[50 µM]	4%	5.5	70
O=C(CCC(=O)Nc1ccccc1)N/N=C/c1ccccc1F	0.5%	-4%	2%	-0.6%	1%	1%	0.1%	-2%	-1.0	70
COc1cccc2sc(N(CCCN(C)C)C(=O)c3ccc(S(=O)(=O)N4CCc5ccccc5C4)cc3)nc12	-1.1%	-2%	9%	0.4%	7%	-4%	-0.7%[50 µM]	8%	3.5	70
CN(C)CCNC(=O)c1ccccc1-c1cc2ccccc2c(=O)o1	-0.7%	4%	-8%	0.0%	6%	6%	0.8%[50 µM]	0%	-0.4	82
CSCCC(NC(N)=O)C(=O)Nc1ccc2ccccc2c1 (configuration not stated)	-0.7%	4%	3%	0.6%	-15%	3%	-1.3%	8%	-1.7	31
CNC(=O)c1cc(C(=O)c2ccccc2C(F)(F)F)c[nH]1	1.1%	6%	-7%	0.2%	-2%	-6%	-0.4%	15%	1.1	32
CCN1CCN(c2c(Cl)cccc2NC(=O)c2ccc3c(c2)OCCO3)CC1	-0.8%	-3%	-1%	-0.2%	-6%	-4%	0.1%	-10%	1.9	73
COc1cc(C2NC(=S)NC(C)=C2C(=O)Nc2ccc(C)cc2)ccc1O (configuration not stated)	-1.6%	-3%	-9%	-0.1%	-9%	18%	-0.5%	2%	-1.3	98

Screens from PubChem.
